# Screening results from PubChem.
# phage Ecoli inh – growth loss of phage-infected E. coli, primary screen, RecBCD inhibitor project, absorbance, with phage, HTS; inhibition, % at 11.9 µM; hit rate 0.26% among 360,000; in the data active = inhibition above about 11%
# Wnt act – Wnt/beta-catenin pathway activators, primary screen, cell-based, plate reader, single point; Wnt/beta-catenin reporter cell assay, activator; activation, % at 9.35 µM; hit rate 1.2% among 300,000; AID 743398, 2014; in the data active = activation above about 30%, passing the limit was not always enough;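 also: 0% = neutral control wells and 100% = positive control wells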
# Starred values were filed as active, the others as inactive.
Structure	phage Ecoli inh	Wnt act
CC(=O)Oc1ccccc1Cn1c(C)c(C(=O)NCc2cccc([N+](=O)[O-])c2)sc1=O	3.3	-8.3
CC1(C(=O)NCc2cccs2)Cc2c(-c3cccc(C(F)(F)F)c3)ccnc2O1 (stereo not drawn)	3.0	-1.0
Cn1c(=O)c2cc(NC(=S)NC3CCCCC3)ccc2n1Cc1ccc(Cl)cc1	2.8	-0.9
O=C(C(=O)N1CCN(S(=O)(=O)c2ccc(Cl)cc2)CC1)c1cccc(C(F)(F)F)c1	-1.8	0.8
COC(=O)[C@]12CCCCC=C1N(Cc1ccc3c(c1)OCO3)C(=O)[C@H](CC(=O)NCc1cccc(C(F)(F)F)c1)C2	2.2	-3.7
OCC[C@@H]1C[C@H](O)[C@@H](O)[C@@]2(OCCCc3cc(C(F)(F)F)ccc32)O1	3.4	-1.6
OC(c1ccccc1)c1ncc(-c2cccc(OCc3ccccc3)c2)[nH]1 (stereo not drawn)	-2.1	-3.1
C[C@H]1CN([C@@H](C)CO)C(=O)CCCn2nncc2CO[C@H]1CN(C)S(=O)(=O)c1ccccc1F	2.3	3.7
CN(C)CCNc1nc(-c2ccccc2F)c2sccc2n1	2.1	-2.4
O=C(Nc1c(-c2ccc(Cl)cc2)[nH][nH]c1=O)c1ccc(Br)cc1	3.1	24.8
CCOC1=C2CN(S(=O)(=O)c3ccc(C)cc3)C(c3ccccc3)CC2N(S(=O)(=O)c2ccccc2Cl)C(c2ccccc2)C1 (stereo not drawn)	2.3	-1.6
COc1ccc(CCN2C(=O)COc3ccccc3C2C(=O)NC(C)(C)C)cc1OC (stereo not drawn)	1.5	-2.7
N#CC(CC(=O)OCc1ccccc1)NC(=O)OCc1ccccc1 (stereo not drawn)	2.8	-0.7
COC(=O)c1cc2c(c3c4cc(OC)ccc4n(S(=O)(=O)c4ccc(F)cc4)c13)C(=O)N(CC(C)C)C2	2.9	-9.0
CN(C)CCCOc1ccc(-c2cccc3nncn23)cn1	3.8	-4.7
CCOc1ccc(NC(=O)c2ccc3c(c2)N(C)CCS3)cc1	3.3	37.4*
Cc1c(-c2ccccc2)n(O)[n+]([O-])c1-c1ccccc1	3.8	16.9
OC[C@@H]1CN(CCN2CCOCC2)C[C@H](n2cnc3c(Nc4ccccc4)ncnc32)O1	-1.3	1.6
CC(C)N1CCCC(C)(C(=O)Nc2nccc3ccccc23)C1 (stereo not drawn)	4.7	-1.0
COc1cc(NC(=O)c2cc(-c3cc(F)ccc3OC(C)C)n[nH]2)cc(OC)c1OC	1.7	-3.0
COCCN(CCOC)Cc1cc(=O)oc2cc(C)ccc12	-1.6	-1.2
O=C(OCc1cn([C@@H]2CN(Cc3cccs3)[C@@H](c3ccc(Cl)cc3)C[C@H]2O)nn1)c1ccccc1	5.2	-6.6
COc1ccc(S(=O)(=O)NC(=O)C2(C)CCN2C(=O)Cc2ccc(-c3ccccc3)cc2)cc1 (stereo not drawn)	1.1	-0.4
COc1ccc(-c2ccc3c(n2)CCCN3S(=O)(=O)c2ccc(C)cc2)cc1	4.4	-4.0
ON=C1CCC2CCCCC2C1 (stereo not drawn)	3.0	-4.3
N#C/C(=C\c1cccn1S(=O)(=O)c1ccccc1)S(=O)(=O)c1ccc(F)cc1	-1.0	-1.4
O=C(OCc1cc(=O)n2ccsc2n1)C1(c2ccccc2)CC1	3.4	-0.7
O=C1OC(c2cccc3c(F)cccc23)c2ccccc21 (stereo not drawn)	3.8	-0.4
CN1OC[C@@H]2CN[C@H](c3cccc(Oc4ccccc4)c3)C[C@@H]21	4.0	-0.5
COc1ccc(S(=O)(=O)N2CCOCC2)cc1NC(=O)Cc1ccc(F)cc1	3.0	-0.8
C[C@@H]1CN([C@@H](C)CO)C(=O)CCCn2cc(nn2)CO[C@H]1CN(C)C(=O)C1CC1	4.0	1.7
COc1ccc(-c2nc3ccc(C)cn3c2Cc2ccsc2)cc1OC	-0.6	1.2
CCOC(=O)[C@]12CCCC=C1N(CCc1ccc(OC)c(OC)c1)C(=O)[C@H](CC(=O)N1CCN(C(=O)C3CC3)CC1)C2	2.2	-4.0
CCCCNC(=O)C1(C)CCN1C(=O)c1cc(-c2cccs2)oc1C (stereo not drawn)	4.2	-4.2
CCC(CC)C(C(=O)NCc1ccccc1)N1CCN(CCN2CCOCC2)CC1 (stereo not drawn)	0.2	-2.6
CCOC1=C2[C@@H](CN(S(=O)(=O)c3ccc(C)cc3)[C@H]2c2cccc3ccccc23)[C@H]2C(=O)NC(=O)[C@H]2C1	2.8	-2.0
CCc1nc2ccc(C(=O)NCCc3c[nH]c4ccccc34)cn2c1N(C)Cc1nccn1C	1.4	-1.8
Cc1ccc(S(=O)(=O)NN=Cc2ccco2)cc1	0.2	-2.2
C[C@@H]1Cn2cnc(C(=O)N3CCN(C(=O)OC(C)(C)C)CC3)c2C(=O)N1	-0.2	-1.3
COc1ccc(OC)c(NC(=O)COC(=O)c2ccc(S(=O)(=O)N3CCCCC3)cc2)c1	2.2	-0.9
CCCC(=O)N1CCC1(C)C(=O)NS(=O)(=O)c1ccc(C(C)(C)C)cc1 (stereo not drawn)	1.6	-0.4
NS(=O)(=O)c1ccc(S(=O)(=O)N2CCCC(c3ccccc3)C2)cc1 (stereo not drawn)	4.1	-2.0
CC(OC(=O)C1=COCCO1)C(=O)NC1CCCC(C)C1C (stereo not drawn)	3.8	-0.5
COC(=O)C1=C(C)N(C)C(=NCc2ccc3c(c2)OCO3)NC1c1ccc(F)cc1 (stereo not drawn)	4.4	-0.8
Cc1ccc(C(=O)N(Cc2nnc(-c3ccccc3Cl)o2)C2CC2)o1	4.9	8.0
CC(C)NC(=O)c1ccc(COc2cccc3ccccc23)o1	3.0	-2.6
CC1(C(=O)NS(=O)(=O)C2CC2)CCCN(C(=O)c2cccs2)C1 (stereo not drawn)	5.3	1.1
CCOC(=O)[C@]12CCC=C1N(Cc1ccc(Cl)cc1Cl)C(=O)[C@H](CC(=O)N1CCC(c3ccccc3)CC1)C2	4.1	-2.0

# By substructure: the entries above with a tert-butyl group.
Structure	phage Ecoli inh	Wnt act
COc1ccc(CCN2C(=O)COc3ccccc3C2C(=O)NC(C)(C)C)cc1OC (stereo not drawn)	1.5	-2.7
C[C@@H]1Cn2cnc(C(=O)N3CCN(C(=O)OC(C)(C)C)CC3)c2C(=O)N1	-0.2	-1.3
CCCC(=O)N1CCC1(C)C(=O)NS(=O)(=O)c1ccc(C(C)(C)C)cc1 (stereo not drawn)	1.6	-0.4

# (more compounds)
# Every second line gives: phage Ecoli inh | Wnt act
> c1ccc(Cn2ccnc2C2OCCO2)cc1
→ 3.5 | -7.0
> COC1=Nc2ccccc2/C=C\c2ccccc21
→ 3.6 | -0.2
> CCOc1ccccc1NC(=O)COC(=O)COc1cccc2c1OC(C)(C)C2
→ -3.0 | -1.6
> CCc1nc2cc(NC(=O)C3(C)CCCN(C(C)C)C3)ccc2o1 (stereo not drawn)
→ 1.1 | -0.5
> COc1ncnc2c1ncn2CCCNC1CCN(Cc2ccccc2)CC1
→ 1.3 | -1.1
> COCCNC(=O)C1(C)CCCN(C(=O)c2ccc(-c3ccccc3)cc2)C1 (stereo not drawn)
→ 0.7 | 25.6
> CN[C@H]1C[C@H]2c3cc(N4CCN(C)CC4)ccc3CCN2C(=O)[C@H]1[C@H](C)O
→ 1.5 | -0.3
> COc1cccc(C2NC(=S)NC(C)=C2C(C)=O)c1 (stereo not drawn)
→ 1.2 | -3.8
> CC1(C(=O)NS(=O)(=O)c2ccccc2OC(F)(F)F)CCN1C(=O)Cc1ccccc1 (stereo not drawn)
→ 0.0 | -1.5
> O=C(Nc1c2c(nn1-c1ccccc1)CS(=O)(=O)C2)c1ccc(Br)o1
→ -5.1 | -1.4
> COc1cccc2ccc(CC(O)(c3ccccc3)c3ccccc3)nc12
→ 2.2 | -1.4
> O=C(NCc1cccnc1)c1[nH]c(C(F)(F)F)nc1-c1ccccc1
→ 2.4 | -1.4
> COc1ccccc1Cc1c(-c2cccc(Br)c2)nc2c(C)cc(Br)cn12
→ -3.3 | 1.7
> Cc1noc(C)c1-c1ccc(C(=O)NCCC(F)(F)F)c2occc12
→ 3.0 | 8.6
> Cc1ccccc1NC(=O)Nc1nc(CN)cs1
→ 0.5 | -0.4
> CCN(CCc1ccccc1)c1ccc2c(c1)C1CC2CCN1Cc1ccccc1 (stereo not drawn)
→ 1.4 | -12.7
> COc1cccc(S(=O)(=O)N(C)C[C@H]2OCc3cnnn3CCCC(=O)N([C@@H](C)CO)C[C@@H]2C)c1
→ 4.5 | -3.1
> CCOc1ccccc1N(CC)C(=O)c1cc2c(s1)-c1ccccc1S(=O)(=O)C2
→ 1.1 | -1.2
> Cc1ccc2c(C)c(C(=O)NCC3CCOCC3)oc2c1C
→ 1.9 | -2.1
> CCOc1cccc(C=NNc2nc(=O)cc(C(=O)OC)s2)c1O
→ 2.9 | 4.6

# The list goes on (4 carried over from the part before).
# Every second line gives: phage Ecoli inh | Wnt act
> COc1cccc(S(=O)(=O)N(C)C[C@H]2OCc3cnnn3CCCC(=O)N([C@@H](C)CO)C[C@@H]2C)c1
→ 4.5 | -3.1
> CCOc1ccccc1N(CC)C(=O)c1cc2c(s1)-c1ccccc1S(=O)(=O)C2
→ 1.1 | -1.2
> Cc1ccc2c(C)c(C(=O)NCC3CCOCC3)oc2c1C
→ 1.9 | -2.1
> CCOc1cccc(C=NNc2nc(=O)cc(C(=O)OC)s2)c1O
→ 2.9 | 4.6
> Cc1cccc(C)c1NC(=O)C1c2ccccc2OCC(=O)N1CCCN1CCOCC1 (stereo not drawn)
→ 2.6 | -2.6
> COc1ccc(CCC(=O)Nc2ccc(S(=O)(=O)NC3=NCCCCC3)cc2)cc1
→ 4.9 | -4.5
> COc1ccc(OC)c(NC(=O)C2(C)CCN2C(=O)C2(c3ccccc3)CCCC2)c1 (stereo not drawn)
→ 2.3 | -1.1
> COc1ccc(CN2C(=O)CSCC2(C)C(=O)Nc2c(C)cccc2C)cc1OC (stereo not drawn)
→ 3.0 | 0.4
> C#CCN1C[C@@]2(O)CC[C@@H](O)[C@@H](OC)[C@@H]2[C@@]1(C)[C@H](O)CC=C(C)C
→ 1.2 | 3.3
> O=C(C[C@H]1C[C@@H]2c3cc(NS(=O)(=O)c4ccccc4)ccc3O[C@@H]2[C@H](CO)O1)NC1CCCC1
→ 2.0 | -2.1
> CCOC(=O)[C@]12CCC=C1N(Cc1ccccc1)C(=O)[C@H](CC(=O)NCC1CCCCC1)C2
→ -0.9 | -4.9
> Cc1cccc(NC(=O)c2ncn3c2C(=O)N(C)CC3)c1
→ 1.4 | -1.2
> CCCCNC(=O)C1(C)CCN1C(=O)c1ccccc1Br (stereo not drawn)
→ 1.5 | -4.4
> COc1ccc(C=CC(=O)c2ccc3cc(OC)c(OC)cc3c2)cc1OC
→ 1.5 | -7.6
> COc1ccc(CCCNC(=O)C2(C)Cc3c(-c4ccc(C(N)=O)cc4)ccnc3O2)cc1 (stereo not drawn)
→ 2.7 | -3.4
> O=C(NCc1ccccc1)[C@@H]1CCCN1C(=O)[C@H]1CCCN1C(=O)c1cccc(F)c1
→ 2.1 | 3.4
> CCc1nc2ccc(C(=O)NCCCn3ccnc3)cn2c1N(C)CCCc1ccccc1
→ 4.3 | -1.0
> Cc1ccc(S(=O)(=O)N2C[C@H]3N(C(=O)OC(C)C)N(C(=O)OC(C)C)C[C@H](OC(=O)NCc4ccco4)[C@@]3(O)C2)cc1
→ -1.0 | -5.9
> COC(=O)C1=C(C)N(C)C(=NCc2cccc(C(F)(F)F)c2)NC1c1ccc(Cl)cc1 (stereo not drawn)
→ 2.7 | -5.8
> CCOC(=O)CC(S(=O)(=O)c1ccccc1)S(=O)(=O)c1ccccc1
→ 4.9 | -4.0
> COc1cccc(-c2cc(NC(C)=O)c3ncc(-c4cccc(C(C)=O)c4)n3c2)c1
→ 1.5 | -1.3
> CN(Cc1ccccc1)C(=O)c1cnc(Cc2c[nH]c3ccccc23)c(I)c1
→ 0.9 | -1.4
> CC(=O)Nc1cccc(-c2ccnc3c2CC(C)(C(=O)NCCC(F)(F)F)O3)c1 (stereo not drawn)
→ 1.7 | -1.2
> COc1ccc(-c2c(C(=O)c3ccccc3)[nH]c(N)c2C(=O)c2ccccc2)cc1OC
→ -1.0 | -1.4
> C[C@@H](CO)NC(=O)c1[nH]cnc1C(=O)Nc1ccc(CNC(=O)OC(C)(C)C)cc1
→ 2.7 | -1.4
> CN(C)CCN1CCN(C(c2ccnc3ccccc23)c2nnnn2-c2ccc3c(c2)OCCO3)CC1 (stereo not drawn)
→ 2.3 | -1.0
> Cc1ccc(F)c(CNC(=O)C2(C)CCCN2C(=O)C(C)C)c1F (stereo not drawn)
→ 0.5 | 36.2*
> O=C(c1ccc([N+](=O)[O-])cc1Cl)N1CCN(Cc2ccccc2)CC1
→ 2.2 | -5.5
> C#CCN1CCc2onc(-c3ccc(Br)cc3)c2C1=O
→ 1.0 | -1.4
> Cc1ccc2c(c1)N(Cc1ccccc1)C(=O)C(C)O2 (stereo not drawn)
→ 3.0 | -1.9
> CCN(C)c1cc2c(c3c1ccn3C)C1CCC2C1 (stereo not drawn)
→ 1.3 | -2.5
> CC1(C)CNC(=S)N1Cc1ccccc1
→ 1.5 | -1.3
> CC(C)(C)C(c1nc2ccccc2[nH]1)n1c(-c2cc(Cl)cc(Cl)c2)nc2ccccc21 (stereo not drawn)
→ 3.8 | -18.1
> Cc1cc(C)cc(C(O)c2ncc(-c3ccc(C(F)(F)F)cc3)[nH]2)c1 (stereo not drawn)
→ 9.5 | -4.0
> Cc1ccccc1CN1[C@@H](C)[C@H](c2ccccc2)Oc2cccc(NCCc3ccccc3)c2S1(=O)=O
→ 1.5 | -5.7
> CCCCOCCCNC(=O)C[C@@H]1C[C@@]2(C(=O)OCC)CCCC=C2N(Cc2cccc3ccccc23)C1=O
→ 2.6 | -2.4
> CCN1C(=O)[C@H]2[C@@H](c3ccc(C(F)(F)F)cc3)N[C@]3(CCCN(Cc4ccc(OC)cc4)C3=O)[C@H]2C1=O
→ 0.9 | -0.5
> CSCCC(C(=O)Nc1c(C)cccc1C)N(C)CCc1ccccc1 (stereo not drawn)
→ 0.3 | -4.6
> COc1ccc(NC(=O)c2cc(C3CCCCN3S(C)(=O)=O)on2)c(C)c1 (stereo not drawn)
→ 0.5 | -0.1
> CN(C)CCN1CCN(C2CN(Cc3ccc([N+](=O)[O-])cc3)S(=O)(=O)C2)CC1 (stereo not drawn)
→ 3.0 | -1.6

# Not all compounds are listed, so the mix of outcomes need not match the whole.
